Pol kappa inh: blocks human DNA polymerase kappa activity; Q9UBT6; purified Pol kappa, fluorescent DNA synthesis assay, 10 min; Potency, µM (doses to about 107 µM), for inactives: top-dose activity, negative = inhibition, most hits filed as inhibitors; 400,000 compounds, 0.53% hits; AID 588579; further: potency means the concentration at half of the fitted maximal effect; on the % scale 0 is the no-effect control and ±100 the full control effect
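Readout: fluorescence, taken kinetically at 0 and 10 min. Conditions: 10 nM Pol kappa, 15 min RT compound preincubation, 50 nM substrate final. Controls: enzyme-free buffer wells.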
Apoferritin bind: candidate novel general anesthetic via apoferritin binding; apoferritin/1-aminoanthracene competitive binding, fluorescence; Potency, µM (highest dose often 77.5 µM), without a hit: at the highest dose activity change, negative = displacement, hits mostly inhibitors; 350,000 compounds, 0.074% hits; P02791; further: potency means the concentration at half of the fitted maximal effect; on the % scale 0 is the no-effect control and ±100 the full control effect; nearly all actives have a fitted effect of over 20% in size
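Probe: 1-aminoanthracene (50% saturated, PBS). Protein: horse-spleen apoferritin, 10 uM. Incubation: 10 min, room temperature. Detection: 380 nm excitation, 535 nm emission. Analysis: normalized response, four-parameter Hill.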
Glioma ERSR ind: inducers of ER stress response in human glioma cells; 420,000 compounds, 0.02% hits; U87-MG GRP78 promoter luciferase reporter, 16 h; Potency, µM, for inactives: at the highest dose activation, hits mostly activators; further: potency means the concentration at half of the fitted maximal effect; series mostly up to about 76 µM; % of control where 0% means no effect; nearly all actives have a fitted effect of over 35% in size
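ERSR induction read as luciferase luminescence (Bright-Glo, 10 min at room temperature) in stably transfected human U87-MG glioma cells exposed to compounds for 16 h, using GRP78 as sensor.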
APEX1 inh: inhibitors of human APE1 endonuclease; recombinant APE1, TAMRA/BHQ-2 abasic DNA cleavage fluorescence; Potency, µM (top dose mostly 65.8 µM), without a hit: at the top dose activity change, negative = inhibition, hits mostly inhibitors; 350,000 compounds, 0.35% hits; AID 2517;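 further: potency means the concentration at half of the fitted maximal effect; plate controls were vehicle for no effect and reference inhibitor for full effect; nearly all actives have a fitted effect of over 55% in size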
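Activity was derived from the fluorescence gain between first and third kinetic reads (60 s intervals, ex 525/em 598 nm) after 50 nM THF-abasic TAMRA/BHQ-2 duplex was added to 0.75 nM APE1 preincubated 15 min with compound.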
LDHA inh: blocks human lactate dehydrogenase A. 480,000 compounds, 0.15% hits. purified LDHA, NADH/diaphorase-resazurin fluorescence; hits give low values. activity change, % (values are at about 110 or 230 µM); in the data active means activity change below about -30%; inconclusive means mostly about -25% to -30%;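 further: plate controls were DMSO wells for no effect and wells without enzyme for full effect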
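Human LDH5 (2 nM) was incubated with 0.06 mM NADH and 0.2 mM pyruvate for 5 min at room temperature in Tris pH 7.4. Remaining NADH was coupled through diaphorase/resazurin, and resorufin fluorescence was read at 0 and 20 min.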
BLM inh: blocks DNA unwinding by human BLM helicase; P54132; recombinant BLM DNA unwinding, fluorescence dequenching; 350,000 compounds, 0.2% hits; Potency, µM (top dose mostly 56.1 µM), without a hit: top-dose activity change, negative = inhibition, usual class: inhibitors; AID 2528;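 further: potency means the concentration at half of the fitted maximal effect; plate controls were vehicle for no effect and no enzyme for full effect; nearly all actives have a fitted effect of over 35% in size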
Pol iota inh: DNA polymerase iota (human) inhibition; Pol iota fluorescent replication assay, 10 min; Potency, µM (series often up to 115 µM), for the others: at the top dose activity, negative = inhibition, usual class: inhibitors; 390,000 compounds, 1% hits; AID 588590; further: potency means the concentration at half of the fitted maximal effect
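Fluorescent replication assay read twice, at 0 min and 10 min after adding 50 nM (final) substrate. Enzyme (10 nM) and compounds were first incubated 15 min at room temperature; enzyme-free buffer wells were negative controls.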
POLB inh: inhibitors of human DNA polymerase beta | P06746 | Pol beta primer extension/strand displacement, fluorescence kinetic | Potency, µM (series often up to 114 µM), for inactives: top-dose activity change, negative = inhibition, hits mostly inhibitors | 340,000 compounds, 1.3% hits | AID 485314; further: potency means the concentration at half of the fitted maximal effect; on the % scale 0 is the no-effect control and ±100 the full control effect
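Values derive from four-parameter Hill fits of normalized kinetic data: reads at 0 and 10 min following addition of 50 nM substrate to 10 nM Pol beta preincubated 15 min with compound.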
Pol eta inh: blocks human DNA polymerase eta activity. Q9Y253. recombinant Pol eta, fluorescent DNA replication assay. Potency, µM (series often up to 114 µM), for the others: top-dose activity change, negative = inhibition, actives largely listed as inhibitors. 390,000 compounds, 1.2% hits. AID 588591; further: potency means the concentration at half of the fitted maximal effect; on the % scale 0 is the no-effect control and ±100 the full control effect
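Pol eta at 10 nM preincubated with compounds 15 min at room temperature; reaction started with fluorescent substrate (50 nM final) and read kinetically at 0 and 10 min.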
The depositor's hits bear a star; u = inconclusive; x = not tested or not shown; & = joins results of further samples; [ ] = dose if it differs, or a comment. Unless noted, the call rests on the fitted dose curve; in most records, active means well fitted curve in the direction sought with a large enough effect; inconclusive means small, poorly fitted or top-dose-only effect, or another doubt; inactive means no such curve, though single readings can be large; an effect the other way counts as inactive or inconclusive. A portion of the library. The share of hits here may be higher or lower than overall.

Start of the data: the first six compounds, to show the layout:
# | SMILES | Pol kappa inh | Apoferritin bind | Glioma ERSR ind | APEX1 inh | LDHA inh
1 | COc1ccc(C(=O)Nc2ccc(NC(=O)c3cc(OC)c(OC)c(OC)c3)cn2)cc1 | -1% | -5% | -5% | 30% | -7
2 | OCC1OC(n2cnc3c(N4CCCCC4)ncnc32)C(O)C1O (stereo unspecified) | -18% | x | -3% | x | -17
3 | N#Cc1cc(N)ccc1Sc1ccccc1 | -10% | -23% | 0% | -3% | -5
4 | Cc1ccc(S(=O)(=O)NCCc2nnc3ccc(SCc4cccnc4)nn23)cc1 | -1% | -11% | -3% | -2% | -1
5 | CCCCN1C(=O)NC(NC(=O)C2CC2)(C(F)(F)F)C1=O (stereo unspecified) | -13% | 3% | -3% | 13% | -1
6 | CCOC(=O)c1c(C)[nH]c(C(=O)N/N=C/c2ccc(OC)c(OC)c2)c1C | 5% | -21% | -4% | 26% | 1

# | BLM inh | Pol iota inh | POLB inh | Pol eta inh
1 | 0% | 16% | -1% | -24%
2 | x | -10% | x | -10%
3 | -3% | 20% | -2% | -2%
4 | 1% | 8% | -15% | -10%
5 | -3% | -17% | -7% | -6%
6 | -1% | 37%[activator] | 1% | -14%

The whole of this part, from the first entry:
# | SMILES | Pol kappa inh | Apoferritin bind | Glioma ERSR ind | APEX1 inh | LDHA inh
1 | COc1ccc(C(=O)Nc2ccc(NC(=O)c3cc(OC)c(OC)c(OC)c3)cn2)cc1 | -1% | -5% | -5% | 30% | -7
2 | OCC1OC(n2cnc3c(N4CCCCC4)ncnc32)C(O)C1O (stereo unspecified) | -18% | x | -3% | x | -17
3 | N#Cc1cc(N)ccc1Sc1ccccc1 | -10% | -23% | 0% | -3% | -5
4 | Cc1ccc(S(=O)(=O)NCCc2nnc3ccc(SCc4cccnc4)nn23)cc1 | -1% | -11% | -3% | -2% | -1
5 | CCCCN1C(=O)NC(NC(=O)C2CC2)(C(F)(F)F)C1=O (stereo unspecified) | -13% | 3% | -3% | 13% | -1
6 | CCOC(=O)c1c(C)[nH]c(C(=O)N/N=C/c2ccc(OC)c(OC)c2)c1C | 5% | -21% | -4% | 26% | 1
7 | O=C(Nc1ccc(N2CCOCC2)c(Cl)c1)c1ccc(-n2cnnc2)cc1 | -4% | -10% | -3% | 6% | -5
8 | COc1ccc(N2CCN(C(=O)CN(c3cccc(Br)c3)S(C)(=O)=O)CC2)cc1 | -14% | -22% | -3% | -2% | -3
9 | COc1ccc(CNC(=O)COC(=O)Cc2ccsc2)cc1 | -14% | -11% | -4% | 0% | -4
10 | CC(C)Sc1nnc(CNC(=O)C23CC4CC(CC(C4)C2)C3)n1C1CCCCC1 | 0% | 6% | -3% | -2% | -4
11 | O=C(NC1CCCC1)c1ccc(CS(=O)(=O)c2ccc(Cl)cc2)o1 | -4% | -8% | -4% | -1% | -1
12 | CCN1C(=O)[C@H]2[C@H]3[C@H](O)[C@H](O)C/C(=N/O[C@@H](C)CN4CCCc5nc(C)c(C)cc54)[C@@H]3CC[C@@H]2C1=O | x | 10%[15.3 µM] | -3% | -4%[12.4 µM] | x

# | BLM inh | Pol iota inh | POLB inh | Pol eta inh
1 | 0% | 16% | -1% | -24%
2 | x | -10% | x | -10%
3 | -3% | 20% | -2% | -2%
4 | 1% | 8% | -15% | -10%
5 | -3% | -17% | -7% | -6%
6 | -1% | 37%[activator] | 1% | -14%
7 | 2% | 11% | 9% | -14%
8 | -3% | -6% | 3% | 8%
9 | -1% | 5% | 18% | -13%
10 | -3% | 8% | 1% | -20%
11 | 0% | -13% | 28% | -17%
12 | -2%[12.4 µM] | x | x | x

Following part
# | SMILES | Pol kappa inh | Apoferritin bind | Glioma ERSR ind | APEX1 inh | LDHA inh
13 | CCCCn1c(N)c(N(CC)C(=O)c2ccc(-c3ccc(Cl)cc3)o2)c(=O)[nH]c1=O | 1% | x | 3% | 20% | -11
14 | O=C(O)/C=C/C(=O)Nc1ccc(-n2ccc(C(F)(F)F)n2)cc1 | -18% | -18% | 0% | u | -12
15 | CCOC(=O)c1c(C)oc2nc(C)nc(NCCCN3CCN(c4cccc(C)c4)C(C)C3)c12 (stereo unspecified) | u | 53%[activator] | -4% | x | -3
16 | COC(=O)c1ccc(NS(=O)(=O)c2ccc(-c3cc(C)no3)s2)cc1 | -30% | -11% | 0% | -5% | -7
17 | O=C(Nc1ccc([N+](=O)[O-])c(NC(=O)c2cccnc2)c1)c1cccnc1 | -1% | x | -2% | x | -4
18 | Cc1ccc(S(=O)(=O)Nc2ccc3c(c2)CCC3)cc1C | -5% | u | -5% | 3% | -2
19 | COc1ccc(/C=N/NC(=O)c2cccc(OC(F)(F)C(F)F)c2)cc1O | -11% | 6% | -3% | 1% | -4
20 | O=[N+]([O-])c1cc(Cl)cc(/C=N/NC(=S)Nc2ccc(S(=O)(=O)N3CCOCC3)cc2)c1O | u | u | -7% | -7% | -5
21 | Cc1ccccc1OCCC(=O)OCC(=O)NC1CCCCC1 | -6% | x | -4% | -6% | -5
22 | COc1cccc(OCCn2cc(C=O)c3ccccc32)c1 | -11% | -11% | 10% | 0% | -5
23 | Cn1cccc1CNC(=S)Nc1ccccc1Cl | -8% | -17% | -2% | 1% | -3
24 | Cc1cc(C(=O)Cn2nc(C(=O)O)c3ccccc3c2=O)c(C)n1C1CC1 | -13% | -13% | 1% | 3% | -5

# | BLM inh | Pol iota inh | POLB inh | Pol eta inh
13 | x | 9% | x | -17%
14 | 1% | 16% | -17% | -15%
15 | -4% | 89µM* | -24% | -28%
16 | -1% | u | 19% | 2%
17 | x | -7% | x | 0%
18 | -8% | 27% | u | -24%
19 | -6% | -25% | 2% | u
20 | -11% | u | u | 79µM*
21 | x | 13% | x | -15%
22 | -3% | 11% | -1% | -13%
23 | -7% | -8% | -29% | -5%
24 | -1% | 133%[activator] | -21% | 10%

(more compounds)
# | SMILES | Pol kappa inh | Apoferritin bind | Glioma ERSR ind | APEX1 inh | LDHA inh
25 | Fc1ccc(CSc2nncn2NC/C=C/c2ccccc2)cc1 | -14% | -14% | 6% | -4% | 1
26 | COc1ccc(C(O)P(=O)(OCC(C)C)c2ccc(N(C)C)cc2)c(OC)c1 (stereo unspecified) | -7% | -12% | 1% | 13% | -5
27 | N#C/C(=C\c1ccc(O)c(O)c1)C(=O)N1CCc2ccccc21 | 0% | x | 1% | -6% | -11
28 | COc1ccc(S(=O)(=O)N2CCCCCC2)cc1NC(=O)Cc1ccc(OC)c(OC)c1 | -20% | x | -1% | -17% | -3
29 | CCCCN(CC)Cc1ccc(CNC(=O)Nc2ccc(OC)cc2OC)o1 | -7% | -12% | -4% | -5% | 0
30 | Cc1ccc(-c2nc3ncccc3o2)cc1NC(=O)CC(C)C | 2% | -5% | 2% | 3% | 0
31 | CCCCCOC(=O)c1ccccc1C(=O)O | 3% | -14% | -5% | 14% | -1
32 | CSc1ccc(C(=O)N2CCC(CCC(=O)NC3CC3)CC2)cc1 | -13% | -3% | -6% | -13% | -3
33 | COc1ccc(C)cc1NC(=O)C(OC(=O)CNC(=O)c1cc(C)cc(C)c1)c1ccccc1 (stereo unspecified) | -10% | -14% | -3% | -10% | -2
34 | O=C(O)c1csc(-n2nc(-c3ccccc3)cc2C(F)(F)F)n1 | -9% | -1% | -5% | 1% | -87*
35 | O=C(Nc1ccc(-n2cc(Br)cn2)cc1)c1ccncc1 | -8% | -6% | -1% | 5% | -6
36 | O=C(Nc1ccc(C(=O)N2CCCC2)cc1)C1CCC1 | 1% | x | -3% | x | -4

# | BLM inh | Pol iota inh | POLB inh | Pol eta inh
25 | -3% | 0% | 4% | -10%
26 | -4% | 0% | 8% | -9%
27 | x | u | x | 40µM*
28 | x | 96%[activator] | x | -27%
29 | 3% | 6% | 35% | 3%
30 | -10% | 7% | 16% | -6%
31 | -5% | 7% | 23% | -15%
32 | 1% | -14% | 1% | -3%
33 | -3% | 46%[activator] | -25% | -11%
34 | 1% | -30% | u | 2%
35 | -3% | 2% | 39% | 2%
36 | x | 19% | x | -11%

Following part:
# | SMILES | Pol kappa inh | Apoferritin bind | Glioma ERSR ind | APEX1 inh | LDHA inh
37 | CCC(=O)Nc1ccc(N2CCN(C(=O)c3cccs3)CC2)cc1 | -5% | -6% | -2% | -2% | -2
38 | CC12CCC(C(N)=O)(C1Br)C2(C)C (stereo unspecified) | -5% | -16% | -6% | 2% | -2
39 | CC1CN(S(=O)(=O)c2cccc(C(=O)Nc3ccc4c(c3)CCC4)c2)CC(C)O1 (stereo unspecified) | -6% | -21% | 1% | -2% | -2
40 | COc1ccc(/C=C/C(=O)Nc2ccccc2C)cc1S(=O)(=O)N1CCOCC1 | 0% | -19% | 3% | -5% | -5
41 | O=C(NC1CCCCC1)c1cccs1 | -16% | 13µM* | 1% | 2% | -2
42 | COc1ccc(-c2nc(CNS(=O)(=O)c3ccc(OC)c(OC)c3)cs2)cc1 | 1% | -2% | -3% | -3% | -2
43 | O=C(NCCc1ccc(F)cc1)C1CCCCC1 | -4% | -7% | 3% | 2% | -7
44 | COC(=O)c1ccccc1NC(=O)COc1ccccc1 | -5% | u | -1% | -2% | -4
45 | Cc1ccc(N2CC(C(=O)N3CCC(C(=O)NCCCOC(C)C)CC3)CC2=O)cc1 (stereo unspecified) | -10% | -4% | 1% | 37% | -5
46 | COc1ccc(CC(=O)N2CCN(c3ccccn3)CC2)cc1 | 1% | 1% | 2% | 6% | -4
47 | Cc1c(C(=O)Nc2c(C)n(C)n(-c3ccccc3)c2=O)oc2c(Cl)cccc12 | -11% | -16% | -2% | 20% | -3&0

# | BLM inh | Pol iota inh | POLB inh | Pol eta inh
37 | -4% | u | -8% | 2%
38 | 0% | 11% | 30% | -10%
39 | -6% | 158%[activator] | -17% | -12%
40 | -3% | 66% | 0% | -22%
41 | 0% | 10% | 9% | 5%
42 | 3% | 15% | -5% | -19%
43 | 2% | 58%[activator] | 10% | 2%
44 | -5% | 2%[58.9 µM] | 15% | -17%
45 | -3% | 175%[activator] | -2% | -23%
46 | -1% | 4% | -23% | -5%
47 | 0% | 11% | -1% | -18%

High-throughput results from PubChem BioAssay.
